Screening data deposited in PubChem by several laboratories.
HDAC3 inhib: blocks human histone deacetylase 3. O15379. recombinant HDAC3, fluorogenic peptide/trypsin coupled, fluorescence. inhibition, % at 8.3 µM. 0.15% of 320,000 active; in the data active means inhibition above about 26%, passing the limit was not always enough; inconclusive means no clear call, values can overlap the other calls
Target sequence (O15379 whole entry, looked up): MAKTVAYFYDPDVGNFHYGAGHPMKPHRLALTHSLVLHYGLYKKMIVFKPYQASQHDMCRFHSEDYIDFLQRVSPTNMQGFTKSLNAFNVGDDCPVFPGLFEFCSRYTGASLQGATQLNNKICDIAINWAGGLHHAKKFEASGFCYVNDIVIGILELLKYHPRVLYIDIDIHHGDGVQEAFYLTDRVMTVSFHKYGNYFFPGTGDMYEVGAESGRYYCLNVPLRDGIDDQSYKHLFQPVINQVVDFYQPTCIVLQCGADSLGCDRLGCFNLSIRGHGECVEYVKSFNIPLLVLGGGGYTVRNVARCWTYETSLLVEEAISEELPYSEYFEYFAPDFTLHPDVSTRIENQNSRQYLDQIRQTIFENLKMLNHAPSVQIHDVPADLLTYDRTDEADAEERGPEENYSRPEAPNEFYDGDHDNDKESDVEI
KCNQ1 act: potentiates or activates the human KCNQ1 potassium channel. P51787. CHO-K1 KCNQ1, thallium flux FluxOR fluorescence; active compounds read high. B-score at 10 µM. 0.35% of 310,000 active. AID 2648;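 active means fluorescence ratio B-score, a plate-corrected score, at least three library SD, with initial intensity B-score within 5 SD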
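Assay system: CHO-K1 cells stably expressing KCNQ1. Medium: assay buffer for compound exposure, DMSO matched across wells. Timing: 37 °C overnight plating, 90-min dark dye load, 20-min compound pretreatment. Signal: kinetic FluxOR fluorescence, 10 s baseline plus 110 s post-stimulus.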
KCNK9 inh: blocks the human KCNK9 two-pore domain potassium channel. Q9NPC2. HEK293 KCNK9, FluxOR thallium flux fluorescence; active compounds read low. B-score at 10 µM. 1.2% of 310,000 active;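 active means ratio B-score over 3 SD below the library mean, with starting fluorescence within 5 SD of its mean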;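 further: negative B-score means less thallium flux so channel inhibition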
Target sequence (Q9NPC2 whole entry, looked up, the tested form may be a part): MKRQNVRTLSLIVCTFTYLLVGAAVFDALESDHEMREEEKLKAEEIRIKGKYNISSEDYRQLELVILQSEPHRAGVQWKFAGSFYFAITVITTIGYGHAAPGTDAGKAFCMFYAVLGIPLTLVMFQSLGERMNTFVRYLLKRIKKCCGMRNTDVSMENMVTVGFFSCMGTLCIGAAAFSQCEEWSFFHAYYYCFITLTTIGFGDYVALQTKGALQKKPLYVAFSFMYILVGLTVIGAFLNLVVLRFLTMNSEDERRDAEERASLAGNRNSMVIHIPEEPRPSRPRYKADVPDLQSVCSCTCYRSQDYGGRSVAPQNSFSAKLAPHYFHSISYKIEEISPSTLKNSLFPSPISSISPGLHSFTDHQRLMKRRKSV
SKKanGAS inh: blocks kanamycin growth of S. pyogenes SKKanGAS strain. AID 1662. inhibition, % at 7.5 µM. 1.3% of 300,000 active. BacTiter-Glo, 6 h;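 active means mean replicate score, as percent of positive control median, at least 50; inconclusive means mean below 50 but one replicate at or above 50; inactive means mean and every replicate below 50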;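 further: strain carries kanamycin resistance gene driven by streptokinase promoter and grows in 40 µg/ml kanamycin; loss of luminescence reflects streptokinase promoter inhibition or plain growth inhibition; 0% = median of DMSO wells and 100% = positive control at its reference dose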
KCNK3 block: human KCNK3 channel inhibition, primary screen; O14649; CHO-KCNK3 thallium flux, FluxOR fluorescence; active compounds read low; B-score at 10 µM; 0.84% of 340,000 active;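 active means B-score under library mean minus 4 SD, starting fluorescence ratio at most library mean plus 5 SD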;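 further: more negative B-score means stronger inhibition of thallium flux through KCNK3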
RGS4 pot: RGS4 potentiation or activation | 0.92% of 310,000 active | HEK293 M3R/inducible RGS4, carbachol calcium flux Fluo4; active compounds read low | B-score at 10 µM;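 active means B-score of the integrated calcium signal more than 4 SD below the library mean, with starting fluorescence not abnormally high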;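 further: negative B-score means reduced calcium response which marks RGS4 activation or potentiation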
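Material: Inducible-RGS4 HEK293 cells carrying M3 receptor; also added: carbachol at ECmax as muscarinic agonist stimulus; incubation: compound preincubation 20 min at room temperature before agonist; signal: Fluo4-AM (2 µM) calcium-flux fluorescence, kinetic read; measure: integrated calcium ratio converted to B score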
TMEM16A act: activates or potentiates the mouse TMEM16A chloride channel. B-score at 10 µM. Q8BHY3. 0.3% of 340,000 active. HEK293 TMEM16A/YFP-H148Q/I152L, iodide quench fluorescence; active compounds read low. AID 623877;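 active means fluorescence-ratio B-score plate-corrected deviation score at least 3 library SD below zero, with starting fluorescence score within 5 deviations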;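 further: channel opened by trigger with iodide after compound preincubation; score built on the fluorescence ratio of max minus min over baseline; more negative score means more quench and so TMEM16A activation or potentiation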
RGS4 block: human RGS4 inhibition; P49798; HEK293 M3R/RGS4 inducible, Fluo-4 calcium flux; active compounds read high; triggered by carbachol at its EC20; B-score at 10 µM; 0.45% of 310,000 active; AID 463165;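 active means B-score, a plate-corrected calcium signal, over three deviations above library mean, with baseline fluorescence within five deviations of library mean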;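 further: RGS4 expression induced by doxycycline in cells with stable M3 receptor; B-score is computed from the integrated fluorescence ratio over baseline after carbachol; higher B-score means a larger calcium signal and so more RGS4 inhibition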
Target sequence (P49798 whole entry, looked up): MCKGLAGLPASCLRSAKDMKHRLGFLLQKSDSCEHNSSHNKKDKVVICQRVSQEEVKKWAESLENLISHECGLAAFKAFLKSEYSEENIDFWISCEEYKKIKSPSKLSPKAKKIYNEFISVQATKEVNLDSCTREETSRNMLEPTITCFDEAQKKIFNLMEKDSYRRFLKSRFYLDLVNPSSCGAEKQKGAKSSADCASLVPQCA
KCNQ1 block: human KCNQ1 channel inhibition; CHO-K1 KCNQ1, FluxOR thallium flux fluorescence; active compounds read high; P51787; 1.3% of 310,000 active; B-score at 10 µM;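 active means compounds whose thallium flux B-score, printed positive for inhibition, exceeds three library SD while starting fluorescence stays within three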;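 further: channel opened by potassium depolarization with thallium stimulus after 20 min compound exposure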
hERG rescue: shields human hERG channel from block by proarrhythmic agents; CHO-hERG, FluxOR thallium flux, dofetilide IC70 present; AID 1511; 0.51% of 310,000 active; activation (rescue from dofetilide block), less the hit threshold, % at 10 µM; Q12809;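 active means activation above the mean of controls blocked by dofetilide plus 5 SD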;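 further: thallium influx through hERG after potassium depolarization seen as dye fluorescence rise; in these data hits start at about 4.7%; inactives centre near -7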
ANO1 block: blocks the mouse calcium-activated chloride channel TMEM16A | HEK293 TMEM16A/YFP iodide influx fluorescence, ionomycin | normalized B-score (activity score, 25-100; higher = stronger inhibition) at 10 µM | 1.2% of 310,000 active;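 active means ratio plate-corrected score three or more library SD toward inhibition, starting fluorescence score within five deviations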;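 further: score derived from kinetic fluorescence span divided by baseline fluorescence per well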
* hit, by the source's call; i = inactive; ? = inconclusive; · = no result given.

The line under a structure holds: KCNQ1 act, KCNK9 inh, KCNQ1 block, ANO1 block, TMEM16A act, hERG rescue, HDAC3 inhib, KCNK3 block, RGS4 pot, SKKanGAS inh, RGS4 block
> CCc1nn2cc(C(=O)c3ccccc3O)cnc2c1-c1ccc(F)cc1
  i, i, i, i, i, -4.8, -3.7, i, i, 0.4, i
> CC(=O)c1ccc(NC(=O)c2sc3nc(C)c(C)c(C)c3c2N)cc1
  i, i, i, i, i, -2.7, 1.9, i, i, 5.5, i
> Cc1nc(CNS(=O)(=O)c2ccc(Br)cc2)cs1
  i, i, i, i, i, -5.1, 3.5, i, i, 0.7, i
> CN(C)c1ccc(/C=N/NC(=O)c2ccc3c(c2)OCCO3)cc1
  i, i, i, i, i, -0.8, 5.1, i, i, ?, i
> O=C(NCCc1ccccc1)C(c1ccc(F)cc1)N(C(=O)c1csnn1)C1CC1 (configuration not stated)
  i, i, i, i, i, -13.7, -3.9, i, i, -7.7, i
> Cc1ccc(-c2noc(CNc3ccccc3)n2)cc1
  i, i, i, i, i, -20.4, -3.1, i, i, 7.6, i
> O=C(Nc1nnc(-c2ccc(F)cc2)o1)C1CCCN1S(=O)(=O)c1cccs1 (configuration not stated)
  i, i, i, i, i, -17.9, -1.1, i, i, 0.7, i
> COCn1c(-c2ccc(OC)c(OC)c2)nc2ccccc21
  i, i, i, i, i, -4.3, -12.4, i, i, 0.3, i
> CC(C)(C)NC(=O)C(c1ccc(O)cc1)N(C(=O)CCC(=O)Nc1nccs1)c1cccc(F)c1 (configuration not stated)
  i, i, i, i, i, -11.3, -0.4, i, i, -0.2, i
> Cc1ccc(NC(=O)NCc2ccc3c(c2)OCO3)cc1
  i, i, i, i, i, -9.1, 1.6, i, i, -5.4, i
> COc1cc(C2C(C#N)=C(N)Oc3c2oc(CO)cc3=O)ccc1OC(C)C (configuration not stated)
  i, i, i, i, i, -14.6, 0.5, i, i, 0.1, i
> Cn1c(=O)n(C)c2cc(NC(=O)Cc3ccccc3[N+](=O)[O-])ccc21
  i, i, i, i, i, -9.2, 0.6, i, i, -11.8, i
> COc1ccc(N/C=C/c2nc(SC)nnc2C)cc1
  i, i, i, i, i, -11.2, -6.3, i, i, -4.7, i
> Cc1nn(-c2ccccc2)c(Cl)c1C1C(C#N)=C(N)OC2=C1C(=O)CC(C)(C)C2 (configuration not stated)
  i, i, i, i, i, -8.7, 1.6, i, i, 84.9*, i
> CCO/N=C(/C)c1c(O)c(C)c(-c2ccccc2)n(-c2ccccc2)c1=O
  i, i, i, i, i, -7.0, -2.6, i, i, 0.9, i
> COc1cc2[nH]c(C(=O)NN)c(N)c2cc1OC
  i, i, i, i, ·, -17.1, -5.5, ·, i, 3.4, i
> O=C(N/C(=C\c1ccc([N+](=O)[O-])cc1)C(=O)N1CCOCC1)c1ccco1
  i, i, i, i, i, -4.1, 19.5, i, i, 2.3, i
> O=C(OCCN1C(=O)c2cccc3c(N4CCOCC4)ccc(c23)C1=O)c1ccccc1Cl
  i, i, i, i, i, -12.5, -0.3, i, -8.21*, 29.1, i
> O=C(COC(=O)CNS(=O)(=O)c1ccc(Br)cc1Cl)NC1CCCC1
  i, i, i, i, i, -12.1, ·, i, i, -2.3, i
> CCCCOc1ccc(/C=C/C(=O)Nc2ccc([N+](=O)[O-])cc2C)cc1
  i, i, i, i, i, -4.5, 2.1, i, i, 6.7, i
> CCOC(=O)N1CCN(CC(=O)Nc2sccc2C#N)CC1
  i, i, i, i, i, -12.2, 3.4, i, i, 4.6, i
> CCOc1ccc(CN2CCN(C3CCC3)CC2CCO)cc1 (configuration not stated)
  i, i, i, i, i, -2.2, 7.4, i, i, 2.7, i
> Cc1ccc(-n2c(SCC(=O)N3CCOCC3)nnc2-c2cccnc2)cc1
  i, i, i, i, i, -4.1, -2.9, i, i, -4.5, i
> Cc1oc(-c2ccccc2)cc1C(=O)NC(Cc1c[nH]c2ccccc12)C(=O)O (configuration not stated)
  i, i, i, i, i, -4.0, -1.4, i, i, -0.1, i
> N#CC1=C(N)SC(N)=C(C#N)C1c1cccc(O)c1
  i, i, i, i, i, -12.9, 2.6, i, i, -8.1, i
> CNCc1nc2ccccc2[nH]1
  i, i, i, i, i, -10.4, -4.4, i, i, 4.7, i
> N/C(CN1CCCC1=O)=N\OC(=O)c1ccccc1Cl
  i, i, i, i, i, -7.6, -1.5, i, i, -9.9, i
> O=C1C(Cl)=C(N2CCCC2)C(=O)N1c1ccc(F)cc1
  i, i, i, i, i, -7.3, 8.9, i, i, -0.3, i
> O=C(C1CCCN(C2CC(=O)N(c3ccc(Cl)cc3)C2=O)C1)N1CCCC1 (configuration not stated)
  i, i, i, i, i, -9.1, 3.2, i, i, 2.4, i
> CCc1ccccc1NC(=O)N1CCC(NC(=O)C(Cc2ccc(OC)c(OC)c2)NC(C)=O)CC1 (configuration not stated)
  i, i, i, i, i, -12.3, -2.9, i, i, -6.9, i

The line under a structure holds: KCNQ1 act, KCNK9 inh, KCNQ1 block, ANO1 block, TMEM16A act, hERG rescue, HDAC3 inhib, KCNK3 block, RGS4 pot, SKKanGAS inh, RGS4 block
> O=C1c2ccccc2NC(c2cccc(O)c2)N1NS(=O)(=O)c1ccccc1 (configuration not stated)
  i, i, i, i, i, -9.2, -18.9, i, i, 0.6, i
> CC(=O)N[C@@H](Cc1c[nH]c2ccccc12)C(=O)OCC(=O)NCc1ccc2c(c1)OCO2
  i, i, i, i, i, -3.5, -8.6, i, i, -0.2, i
> COc1ccc([C@@H]2[C@@H]3C(=O)N(C(C)(C)C)C(=O)[C@@H]3[C@]3(CC(C)C)C(=O)N(c4cccc(Br)c4)C(=O)N23)cc1
  i, i, i, i, i, -10.0, -2.3, i, i, -0.7, i
> COc1ccc(/C=C/C(=O)N2CCN(C)CC2)cc1S(=O)(=O)N1CCCCC1
  i, i, i, i, i, -16.7, -6.1, i, i, 2.1, i
> CC(CCc1ccccc1)NC(=O)c1ccccc1F (configuration not stated)
  i, i, i, i, i, -5.2, 5.7, i, i, 0.3, i
> Cc1ccc(S(=O)(=O)N2CCOCC2)cc1C(=O)NC1CCCC(C)C1C (configuration not stated)
  i, i, i, i, i, -13.9, -11.8, i, i, -0.8, i
> O=C(CCN1C(=O)/C(=C/c2ccccc2)SC1=S)NNC(=O)c1cccnc1
  i, i, i, i, i, -4.7, -5.9, i, i, -3.6, i
> CCCOc1ccc(Oc2cc(C)nc(SC)n2)nn1
  i, i, i, i, i, -12.7, 0.9, i, i, -4.9, i
> CCSc1nnc(NC(=O)c2ccc3c(c2)OCO3)s1
  i, i, i, i, i, -5.9, -0.2, i, i, -14.4, i
> O=C(NCCC1=CCCCC1)C1CCN(S(=O)(=O)c2cccc3cccnc23)CC1
  i, i, i, i, i, -6.5, 2.8, i, i, -0.7, i
> COc1ccccc1N1C(=O)C(Cl)=C(Nc2ccccc2O)C1=O
  i, i, i, ·, i, -13.8, ·, i, i, 5.6, i
> COc1cc(S(=O)(=O)N2CCN(C)CC2)ccc1Cl
  i, i, i, i, i, -5.0, -2.7, i, i, -0.2, i
> O=C(NCc1ccccc1)c1cccc(S(=O)(=O)NCc2ccccc2)c1
  i, i, i, i, i, -9.4, 8.5, i, i, -16.8, i
> Cc1cccc(-c2ncc(CN3CCN(CC(C)C)C(CCO)C3)cn2)c1 (configuration not stated)
  i, i, i, i, i, -16.2, 4.0, i, i, 2.4, i
> CC(Oc1ccccc1)C(=O)Nc1ccc(S(=O)(=O)NCC2CCCO2)cc1 (configuration not stated)
  i, i, i, i, i, -0.3, -4.4, i, i, -1.2, i
> S=C(NCc1ccco1)N1CCOCC1
  i, i, i, i, i, -1.1, 3.1, i, i, -2.6, i
> CN(C)S(=O)(=O)c1ccc(N2CCCC2)c(C(=O)NNC(=O)COc2ccc(Cl)cc2)c1
  i, i, i, i, i, -15.1, 3.1, i, i, 3.4, i
> Cc1ccc(NC(=O)COC(=O)Cn2c(C)csc2=O)cc1C
  i, i, i, i, i, -7.4, -2.3, i, i, -10.4, i
> C=CCn1c(O)c(N=NC(=S)Nc2ccccc2F)c2ccccc21
  48*, i, i, i, i, 102.4*, 1.0, i, i, 100.8*, i
> O=C(O)c1csc(Br)c1Br
  i, i, i, i, i, -2.2, -2.8, i, i, -2.5, i
> CCN(CC)C(=O)CSc1nc2cc3c(cc2c(=O)n1CCCCCC(=O)NCc1ccc(OC)cc1)OCO3
  i, i, i, i, i, -13.8, 0.0, i, i, 17.9, i
> COc1ccccc1NC(=O)c1cc(C)oc1C
  i, i, i, i, i, -10.0, 4.5, i, i, -4.1, i
> O=C(Nc1cc(C(F)(F)F)ccc1Cl)C(Sc1cccc[n+]1[O-])c1ccccc1 (configuration not stated)
  i, i, i, i, i, -3.8, 7.5, i, i, -0.1, i
> C/C(=N\NS(=O)(=O)c1ccc(Br)cc1)c1cccs1
  i, i, i, i, i, -6.1, 3.4, i, i, 4.9, i
> CCC1Nc2ncnc(N3CCN(c4ccccc4)CC3)c2N(Cc2ccc(Br)cc2)C1=O (configuration not stated)
  i, i, i, i, i, -14.6, 13.6, i, i, 23.0, i

Fetched one by one from above:
The line under a structure holds: KCNQ1 act, KCNK9 inh, KCNQ1 block, ANO1 block, TMEM16A act, hERG rescue, HDAC3 inhib, KCNK3 block, RGS4 pot, SKKanGAS inh, RGS4 block
> CC(CCc1ccccc1)NC(=O)c1ccccc1F (configuration not stated)
  i, i, i, i, i, -5.2, 5.7, i, i, 0.3, i
> O=C(NCCC1=CCCCC1)C1CCN(S(=O)(=O)c2cccc3cccnc23)CC1
  i, i, i, i, i, -6.5, 2.8, i, i, -0.7, i
> CC(Oc1ccccc1)C(=O)Nc1ccc(S(=O)(=O)NCC2CCCO2)cc1 (configuration not stated)
  i, i, i, i, i, -0.3, -4.4, i, i, -1.2, i
> O=C(O)c1csc(Br)c1Br
  i, i, i, i, i, -2.2, -2.8, i, i, -2.5, i
> CCC1Nc2ncnc(N3CCN(c4ccccc4)CC3)c2N(Cc2ccc(Br)cc2)C1=O (configuration not stated)
  i, i, i, i, i, -14.6, 13.6, i, i, 23.0, i
> O=C(NCc1ccccc1)c1cccc(S(=O)(=O)NCc2ccccc2)c1
  i, i, i, i, i, -9.4, 8.5, i, i, -16.8, i
